CaV13 ICDI inh = Primary screen for inhibitors of IQ motif and Ca2+-dependent inactivation inhibitor domain binding in CACNA1D, Förster resonance energy transfer in living cells, …. AID 743397. inhibition, % at 12.3 µM. actives 0.098% (n = 340,000). HEK cells, CFP/YFP FRET ICDI-IQ, plate reader, 10 min; percent FRET-ratio fall versus neutral wells;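 active = mean replicate inhibition of at least 30% and at least 1% of replicates passing that level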;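 also: 0% = median of the neutral control wells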
PDI turbidity = inhibitors of human protein disulfide isomerase | P07237 | PDI insulin aggregation turbidity, A650, 90 min | inhibition, % at 10 µM | actives 0.052% (n = 350,000) | AID 588391;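 active = mean inhibition across replicates of 30% or more, whatever share of single replicates reach that level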;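 also: absorbance from insulin aggregation driven by PDI reduction with DTT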
Target sequence (P07237 whole entry, looked up): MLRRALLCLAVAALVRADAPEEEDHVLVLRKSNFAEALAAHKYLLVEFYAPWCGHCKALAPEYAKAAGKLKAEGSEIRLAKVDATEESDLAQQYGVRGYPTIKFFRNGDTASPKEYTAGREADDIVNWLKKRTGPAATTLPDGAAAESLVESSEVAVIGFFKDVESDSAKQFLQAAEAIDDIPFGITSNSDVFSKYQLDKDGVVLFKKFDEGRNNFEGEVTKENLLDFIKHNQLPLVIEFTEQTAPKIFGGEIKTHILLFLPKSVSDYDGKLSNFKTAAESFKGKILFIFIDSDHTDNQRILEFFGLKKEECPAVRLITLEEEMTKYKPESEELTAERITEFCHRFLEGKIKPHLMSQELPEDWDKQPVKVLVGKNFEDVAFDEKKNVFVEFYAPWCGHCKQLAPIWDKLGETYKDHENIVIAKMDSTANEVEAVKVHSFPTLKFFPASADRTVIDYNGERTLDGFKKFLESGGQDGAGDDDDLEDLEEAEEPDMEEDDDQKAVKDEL
MC4R ag barr = human MC4R agonism via beta-arrestin; P32245; U2OS MC4R beta-arrestin complementation, luminescence; percent of melanotan II response, DMSO zero; activation, % at 8.9 µM; actives 0.98% (n = 360,000); AID 540308;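 active = activation above a per-plate cutoff, the mean activation of sample wells on that plate plus 3 SD, cut at about 8% in these data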
aDG glyco act = alpha-DG glycosylation activation. AID 624168. actives 0.22% (n = 360,000). Pro5-aDG cells, alpha-DG glycosylation AlphaScreen (IIH6); 0% Pro5, 100% B10-LARGE cell signal. activation, % at 10 µM;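 active = activation of at least 8% versus controls, or a plate z-score of at least 8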;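 also: Pro5 are CHO cells carrying HIG-tagged alpha-DG that lacks glycosylation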
MC4R antagonist = human MC4R antagonism in cAMP assay; actives 0.48% (n = 360,000); MC4R-expressing cells, MTII-stimulated cAMP, LANCE TR-FRET; inhibition, % at 6.5 µM; AID 540295; P32245;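 active = inhibition above its plate's cutoff, the mean of tested wells on that plate plus 3 SD, cut at about 29% in these data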;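 also: 0% = Melanotan II alone and 100% = Melanotan II plus saturating MCL0020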
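System: U2OS-MC4R stable cell line; Technique: Eu-cAMP/anti-cAMP TR-FRET, emission 671 nm; Repeats: single well per compound; Also added: Melanotan II; Dosing: one concentration, 6.5 µM nominal; Schedule: 30-min compound, 1-h challenge, 1-h detection, room temperature.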
Vif imaging = HIV Vif inhibition; HEK293T cells, Vif self-association by quenched fluorescence, imaging, 24 h; inhibition, % at 7.49 µM; actives 0.35% (n = 340,000); AID 602346; in the data active = inhibition above about 50%, passing the limit was not always enough; also: some results filed as inactive read as strong as hits
HTR2A ag = activates the mouse 5-HT2A serotonin receptor | P35363 | CHO-K1 mHTR2A beta-arrestin complementation, luminescence; percent of 30 µM serotonin response | activation, % at 7.6 µM | actives 0.66% (n = 360,000) | AID 624169;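 active = activation above a run cutoff, the mean activation of all tested compounds plus 3 SD, cut at about 14% in these data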;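 also: 0% = plate median of compound wells and 100% = 30 µM serotonin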
Target sequence (P35363 whole entry, looked up): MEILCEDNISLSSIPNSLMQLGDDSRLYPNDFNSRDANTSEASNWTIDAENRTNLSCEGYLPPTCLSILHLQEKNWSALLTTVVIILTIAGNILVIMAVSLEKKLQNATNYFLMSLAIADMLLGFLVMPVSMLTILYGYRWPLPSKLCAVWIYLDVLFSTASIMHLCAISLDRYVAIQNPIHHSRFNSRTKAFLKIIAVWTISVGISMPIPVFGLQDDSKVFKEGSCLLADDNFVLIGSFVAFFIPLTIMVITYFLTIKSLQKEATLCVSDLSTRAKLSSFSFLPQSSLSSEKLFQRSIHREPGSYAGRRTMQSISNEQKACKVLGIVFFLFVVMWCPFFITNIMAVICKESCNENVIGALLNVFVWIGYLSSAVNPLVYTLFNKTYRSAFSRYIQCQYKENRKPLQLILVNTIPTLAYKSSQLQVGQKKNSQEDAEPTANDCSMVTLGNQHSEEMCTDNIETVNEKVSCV
Glyco luc inh = N-linked glycosylation inhibition; D54 ERlucT glycosylation luciferase reporter, 24 h; percent of 100 nM tunicamycin response; reporter increase, % at 12.5 µM; actives 0.23% (n = 360,000);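 active = mean luciferase reporter signal, scaled so untreated is 0 and the glycosylation-blocking control 100, at or above a set limit in every replicate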;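 also: luciferase carries N-glycosylation sites so blocking glycosylation raises the light; 0% = median of neutral control wells and 100% = median of 100 nM tunicamycin wells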
Cardio protect = protects H9c2 cardiomyocytes from peroxide injury; actives 0.63% (n = 360,000); protection from H2O2 cell death, % at 20 µM; H2O2 injury protection, ATPLite, 2 h;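 active = compounds giving at least 50% protection of heart cells from peroxide-induced death in the single-dose screen, raw or plate-pattern-corrected value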;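 also: 0% = DMSO wells with peroxide and 100% = DMSO wells without peroxide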
ABCB6 inh 2 = human ABCB6 transporter inhibition | Q9NP58 | K562-ABCB6 porphyrin accumulation, flow cytometry, 1 h; hits give low values | fluorescence ratio to DMSO, % at 10 µM | actives 0.19% (n = 360,000) | AID 602162;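 active = fluorescence ratio to DMSO below 75%, the collection mean minus 3 SD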;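 also: signal is porphyrin accumulated inside mitochondria; 100% equals median channel fluorescence of DMSO control wells; lower ratio means ABCB6 inhibition with less porphyrin fluorescence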
Starred values were filed as active, the others as inactive; x = not tested or not shown.

#	compound	CaV13 ICDI inh	PDI turbidity	MC4R ag barr	aDG glyco act	MC4R antagonist	Vif imaging	HTR2A ag	Glyco luc inh	Cardio protect	ABCB6 inh 2
1	Fc1ccc2nc(C3CCCCN3Cc3nc(CC4CC4)no3)[nH]c2c1 (stereo not drawn)	-18	-1	2.9	0.0	7	5	9	1	-1	102
2	Cc1ccc(NC(=O)CSc2n[nH]c(-c3ccco3)n2)c(C)c1	-3	0	-2.4	-0.1	10	-4	-2	3	-4	102
3	O=C(O)Cc1ccc(C(=O)c2ccc(F)cc2)s1	-2	5	-1.5	-0.3	10	-1	-1	-1	-2	91
4	COc1nc(N2CCCC2)nc(-n2nnc(C(C)=O)c2C)n1	-7	3	-1.8	-0.1	4	3	2	2	12	99
5	c1ccc(-n2nnc3c(N4CCOCC4)ncnc32)cc1	-4	-8	-2.4	0.0	8	-2	9	-17	-13	94
6	COc1ccc2cc(C#N)c(Cl)nc2c1	-4	2	-0.8	0.1	14	9	-5	1	3	98
7	O=C(O)c1cccc(NC(=S)NC(=O)c2ccc(-c3ccc(Cl)cc3)o2)c1	10	18	-0.5	0.6	-5	0	2	0	0	99
8	COc1ccc(CN(CC(=O)NC(C)C)C(=O)CCC(=O)Nc2nccs2)cc1	-3	0	2.7	-0.2	9	-6	-1	1	5	101
9	CC1(Oc2cccc(C#N)c2)CCN(Cc2ccccc2OC(F)F)C1 (stereo not drawn)	-5	1	0.7	0.0	3	4	-5	-1	0	92
10	COc1ccccc1CNC(=O)c1cc(C(=O)CC(C)C)c[nH]1	-7	-7	-0.9	0.1	14	-4	1	-3	-3	97
11	O=C(O)C1CC=CCC1C(=O)NNS(=O)(=O)c1ccccc1 (stereo not drawn)	-4	-6	-0.1	-0.2	-6	4	14	1	7	100
12	COc1ccc(NC(=O)c2sc3ncn(CC(=O)N4CCN(c5ccccn5)CC4)c(=O)c3c2C)c(OC)c1	-5	-1	-0.5	-0.1	14	-4	2	0	1	87
13	COc1ccccc1COC(=O)c1ccc(S(=O)(=O)N2CCOCC2)cc1	-3	-6	-0.6	-0.1	11	4	-8	0	-2	91
14	CN(C(=O)CSc1cc(C(=O)c2nccn2C)c2ccccc2n1)c1ccccc1	-6	-5	1.4	-0.3	13	-9	1	-1	3	100
15	O=C(Nc1ccccc1)Nc1ccc(F)cc1F	-16	-19	0.4	-0.1	0	8	-1	-1	-6	98
16	CC(NC(=O)/C=C/c1ccco1)c1nc2ccccc2n1Cc1cccc(Cl)c1 (stereo not drawn)	-2	0	6.1	-0.2	3	4	5	1	0	96
17	Cc1cccc(NC(=O)CCN2C(=O)C3C4C=CC(C4)C3C2=O)c1 (stereo not drawn)	-7	-1	0.2	0.2	6	x	6	1	4	97
18	C=CCn1c(C(CC)CC(C)(C)O)n[nH]c1=S (stereo not drawn)	-2	-8	2.0	-0.1	21	0	-1	3	10	103
19	CN(C(=O)c1coc(=O)c2ccccc12)c1ccccc1Cl	-3	-8	-0.7	0.3	3	-2	1	3	10	97
20	CCOC(=O)N1CCN(C(=O)COc2ccc(Br)cc2)CC1	x	6	-1.4	0.1	1	-12	-5	0	-11	95
21	CC(=O)NS(=O)(=O)c1ccc(NC(=O)c2ccccn2)cc1	-2	2	-0.9	-0.1	4	6	3	-1	3	92
22	O=C(c1cnc(N2CCN(c3ccccn3)CC2)c2ccccc12)N1CCN(c2cccc(Cl)c2)CC1	-4	-2	-0.8	3.6	17	-10	8	-3	-8	92
23	C/C(=N\NC(=S)NCc1ccccc1)c1ccco1	-3	-4	4.3	0.2	1	0	8	-2	5	97
24	CCC/C=N/NC(=O)CNC(=O)c1ccccc1Cl	-5	-6	-0.8	-0.2	20	0	2	2	-6	109
25	CC1(C)Cc2c(sc3c2c(N)nc(=S)n3Cc2ccc(Br)cc2)CO1	-5	1	-0.3	0.0	2	-2	5	-1	8	98
26	COc1cc2c(cc1OC)C(c1ccc([N+](=O)[O-])cc1)NC(=O)C2 (stereo not drawn)	-5	2	1.4	0.0	20	1	6	-2	0	104
27	Cc1cc(C)n(CCNS(=O)(=O)c2ccc(Cl)cc2)n1	x	9	-0.5	0.3	-1	14	-1	-1	-2	94
28	C/C(Cn1cnc([N+](=O)[O-])n1)=N\NC(=O)c1ccccc1F	x	5	0.6	0.0	7	-6	1	0	12	91
29	CCc1ccc(C(=O)N2CCN(c3ccc(F)cc3)CC2)s1	-4	5	2.1	0.1	16	-1	-1	0	0	122
30	O=C(CN1CCCCCC1)NCC1CCCO1 (stereo not drawn)	-4	-40	-2.3	0.3	4	21	0	1	0	101
31	CC(C)n1c(=S)[nH]c2ccccc21	-1	-4	1.4	-0.2	8	2	0	1	-2	89
32	CN(C)c1ccc(/C=N/O)cc1	-2	9	-1.2	-0.2	-6	-1	-3	1	-2	101
33	O=C(CNC(=O)c1cccs1)Nc1ncccc1O	-12	-4	-0.4	0.0	-2	13	-4	-2	1	98
34	Cc1ccccc1N(CC(=O)N1CCOCC1)S(C)(=O)=O	11	4	3.3	-0.1	8	-3	0	2	5	83
35	O=C(NCc1cccs1)C1CCC(=O)N1C1CCCCC1 (stereo not drawn)	-4	-4	-1.2	-0.1	1	3	3	2	-3	101
36	COC(=O)C1CCN(S(=O)(=O)CCNC(=O)c2ccccc2)CC1	-5	11	-0.6	-0.2	6	x	-3	0	1	98
37	CCOC(=O)N1CCN(C(=O)CNC2CCCCCCC2)CC1	-3	17	0.2	0.0	14	0	-2	1	2	101
38	Cc1nonc1CN(C)C(=O)c1cc(COc2ccc(F)cc2Cl)on1	-5	-3	3.0	0.0	7	26	1	0	-6	102
39	Cc1ccnc(NC(=O)C2(c3cccs3)CCOCC2)c1	-5	12	-1.3	-0.3	0	-4	-2	2	-3	93
40	Cc1ccc(N(C(=O)Nc2ccccc2)C2=NCCC2)cc1	-20	-10	-1.8	0.2	-3	1	11	-1	-2	94

Later entries:
Codes – A = CaV13 ICDI inh; B = PDI turbidity; C = MC4R ag barr; D = aDG glyco act; E = MC4R antagonist; F = Vif imaging; G = HTR2A ag; H = Glyco luc inh; I = Cardio protect; J = ABCB6 inh 2
(41) COc1ccccc1NC(=O)Nc1nnc(C(C)C)s1
  A: -3; B: -4; C: -1.6; D: -0.1; E: -2; F: 1; G: 0; H: 2; I: 13; J: 92

(42) Cc1ccc(NC(=O)c2ccc(Br)o2)cc1S(=O)(=O)N(C)C
  A: -2; B: 3; C: -0.8; D: -0.4; E: 9; F: 33; G: -4; H: -3; I: -8; J: 98

(43) Cc1ccc(SCc2c(C#N)c3ccccc3n2C)cc1
  A: -5; B: -2; C: -1.7; D: 0.1; E: 7; F: -11; G: 1; H: 1; I: -6; J: 92

(44) CCOC(=O)C1(C)NC(c2ccco2)C2C(=O)N(c3ccccc3)C(=O)C21 (stereo not drawn)
  A: -4; B: 8; C: -4.7; D: 0.1; E: -3; F: 3; G: -2; H: 2; I: -2; J: 102

15 structures from above, ordered by molecular weight, smallest number first.
Codes – A = CaV13 ICDI inh; B = PDI turbidity; C = MC4R ag barr; D = aDG glyco act; E = MC4R antagonist; F = Vif imaging; G = HTR2A ag; H = Glyco luc inh; I = Cardio protect; J = ABCB6 inh 2
(32) CN(C)c1ccc(/C=N/O)cc1
  A: -2; B: 9; C: -1.2; D: -0.2; E: -6; F: -1; G: -3; H: 1; I: -2; J: 101

(30) O=C(CN1CCCCCC1)NCC1CCCO1 (stereo not drawn)
  A: -4; B: -40; C: -2.3; D: 0.3; E: 4; F: 21; G: 0; H: 1; I: 0; J: 101

(33) O=C(CNC(=O)c1cccs1)Nc1ncccc1O
  A: -12; B: -4; C: -0.4; D: 0.0; E: -2; F: 13; G: -4; H: -2; I: 1; J: 98

(41) COc1ccccc1NC(=O)Nc1nnc(C(C)C)s1
  A: -3; B: -4; C: -1.6; D: -0.1; E: -2; F: 1; G: 0; H: 2; I: 13; J: 92

(40) Cc1ccc(N(C(=O)Nc2ccccc2)C2=NCCC2)cc1
  A: -20; B: -10; C: -1.8; D: 0.2; E: -3; F: 1; G: 11; H: -1; I: -2; J: 94

(39) Cc1ccnc(NC(=O)C2(c3cccs3)CCOCC2)c1
  A: -5; B: 12; C: -1.3; D: -0.3; E: 0; F: -4; G: -2; H: 2; I: -3; J: 93

(28) C/C(Cn1cnc([N+](=O)[O-])n1)=N\NC(=O)c1ccccc1F
  A: x; B: 5; C: 0.6; D: 0.0; E: 7; F: -6; G: 1; H: 0; I: 12; J: 91

(34) Cc1ccccc1N(CC(=O)N1CCOCC1)S(C)(=O)=O
  A: 11; B: 4; C: 3.3; D: -0.1; E: 8; F: -3; G: 0; H: 2; I: 5; J: 83

(27) Cc1cc(C)n(CCNS(=O)(=O)c2ccc(Cl)cc2)n1
  A: x; B: 9; C: -0.5; D: 0.3; E: -1; F: 14; G: -1; H: -1; I: -2; J: 94

(29) CCc1ccc(C(=O)N2CCN(c3ccc(F)cc3)CC2)s1
  A: -4; B: 5; C: 2.1; D: 0.1; E: 16; F: -1; G: -1; H: 0; I: 0; J: 122

(37) CCOC(=O)N1CCN(C(=O)CNC2CCCCCCC2)CC1
  A: -3; B: 17; C: 0.2; D: 0.0; E: 14; F: 0; G: -2; H: 1; I: 2; J: 101

(36) COC(=O)C1CCN(S(=O)(=O)CCNC(=O)c2ccccc2)CC1
  A: -5; B: 11; C: -0.6; D: -0.2; E: 6; F: x; G: -3; H: 0; I: 1; J: 98

(44) CCOC(=O)C1(C)NC(c2ccco2)C2C(=O)N(c3ccccc3)C(=O)C21 (stereo not drawn)
  A: -4; B: 8; C: -4.7; D: 0.1; E: -3; F: 3; G: -2; H: 2; I: -2; J: 102

(38) Cc1nonc1CN(C)C(=O)c1cc(COc2ccc(F)cc2Cl)on1
  A: -5; B: -3; C: 3.0; D: 0.0; E: 7; F: 26; G: 1; H: 0; I: -6; J: 102

(42) Cc1ccc(NC(=O)c2ccc(Br)o2)cc1S(=O)(=O)N(C)C
  A: -2; B: 3; C: -0.8; D: -0.4; E: 9; F: 33; G: -4; H: -3; I: -8; J: 98

Compound activity deposited in PubChem by several laboratories.
